High-throughput results as filed in PubChem BioAssay.
MazEF act: activators of E. coli MazEF toxin-antitoxin RNase. P0AE70. FAM/BHQ RNA-DNA oligo cleavage fluorescence, 5 h. activation, % at 20 µM. 0.32% of 350,000 active. AID 504720; in the data active = activation above about 50%
Target sequence (P0AE70 whole entry, looked up): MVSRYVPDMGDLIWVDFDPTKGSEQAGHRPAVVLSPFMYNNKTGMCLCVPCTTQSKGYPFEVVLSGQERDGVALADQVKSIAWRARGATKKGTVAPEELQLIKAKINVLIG
CCHFV vOTU inh: blocks the CCHF virus ovarian tumor domain protease. CCHFV vOTU protease, Pep-AMC fluorescence. inhibition, % at 11.5 µM. 0.55% of 370,000 active; note: 0% = vehicle wells with enzyme and 100% = no enzyme wells
GDH-TPI inh: counter-screen for M. tuberculosis FBA inhibitors: GDH-TPI coupled enzymes; GDH-TPI coupled enzyme counterscreen, NADH absorbance; inhibition, % at 4.8 µM; AID 588335; 1.2% of 360,000 active;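 note: 0% = DMSO wells and 100% = wells lacking the enzyme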
BioA inh: blocks M. tuberculosis BioA enzyme activity | purified M. tuberculosis BioA enzyme, plate reader | inhibition, % at 9.99 µM | 0.096% of 360,000 active | AID 602481; in the data active = inhibition above about 40%; inconclusive = no clear call, values can overlap the other calls
FBA Mtb inh: inhibits M. tuberculosis FBA enzyme; P9WQA3; purified M. tuberculosis FBA, fluorescence read-out; inhibition, % at 1 µM; 2.3% of 360,000 active; AID 588726; in the data active = inhibition above about 27%;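 note: 0% = vehicle and 100% = reference inhibitor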
Target sequence (P9WQA3 whole entry, looked up): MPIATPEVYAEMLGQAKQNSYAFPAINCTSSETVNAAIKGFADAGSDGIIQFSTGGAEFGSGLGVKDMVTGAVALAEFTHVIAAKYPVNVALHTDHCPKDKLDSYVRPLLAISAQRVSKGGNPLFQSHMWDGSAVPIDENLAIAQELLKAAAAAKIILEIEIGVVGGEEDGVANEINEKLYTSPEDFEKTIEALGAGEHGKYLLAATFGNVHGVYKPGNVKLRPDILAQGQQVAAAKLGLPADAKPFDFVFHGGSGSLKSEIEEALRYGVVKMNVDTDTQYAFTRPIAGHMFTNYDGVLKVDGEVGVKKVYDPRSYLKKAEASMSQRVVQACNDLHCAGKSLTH
UGM FP inh: inhibitors of M. tuberculosis UDP-galactopyranose mutase; purified UGM, fluorescence polarization probe displacement; P9WIQ1; AID 504406; 0.06% of 320,000 active; inhibition, % at 10 µM; in the data active = inhibition above about 10%, passing the limit was not always enough; inconclusive = no clear call, values can overlap the other calls
Target sequence (P9WIQ1 whole entry, looked up): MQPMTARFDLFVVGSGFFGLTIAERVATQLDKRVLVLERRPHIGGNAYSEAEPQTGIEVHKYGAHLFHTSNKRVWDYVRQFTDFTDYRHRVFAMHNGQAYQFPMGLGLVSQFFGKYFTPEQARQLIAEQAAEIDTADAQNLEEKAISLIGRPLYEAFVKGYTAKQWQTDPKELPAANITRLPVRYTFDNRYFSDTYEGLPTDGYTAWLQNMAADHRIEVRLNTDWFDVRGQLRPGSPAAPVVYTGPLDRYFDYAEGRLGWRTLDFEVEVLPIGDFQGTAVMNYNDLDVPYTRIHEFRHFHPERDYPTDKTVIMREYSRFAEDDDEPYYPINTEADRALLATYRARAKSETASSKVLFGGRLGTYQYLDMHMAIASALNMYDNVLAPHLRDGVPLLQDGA
FadD28 binding: M. tuberculosis FadD28 bisubstrate binding inhibition; inhibition, % at 12.5 µM; FadD28 bisubstrate probe binding, fluorescence polarization; 0.22% of 360,000 active; in the data active = inhibition above about 8.5%, passing the limit was not always enough; inconclusive = no clear call, values can overlap the other calls
Rv3671c inh: inhibitors of M. tuberculosis serine protease Rv3671c; inhibition, % at 5.96 µM; 0.048% of 320,000 active; AID 2606; in the data active = inhibition above about 38%;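 note: extracellular domain of Rv3671c used as enzyme; 0% = enzyme with DMSO and 100% = no enzyme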
BoNT F protease: blocks Botulinum neurotoxin F light chain protease; inhibition, % at 10 µM; Multiplex microsphere protease cleavage assay, flow cytometry; AID 588497; 0.22% of 360,000 active; in the data active = inhibition above about 35%, passing the limit was not always enough; inconclusive = no clear call, values can overlap the other calls; note: plate controls were buffer without enzyme for full effect and enzyme alone for no effect
DUSP3 inh: DUSP3 (human) phosphatase inhibition | P51452 | recombinant VHR phosphatase, pNPP absorbance | inhibition, % at 13.3 µM | 0.52% of 290,000 active | AID 1654; in the data active = inhibition above about 50%; note: some compounds called inactive have numbers as strong as hits
Target sequence (P51452 whole entry, looked up): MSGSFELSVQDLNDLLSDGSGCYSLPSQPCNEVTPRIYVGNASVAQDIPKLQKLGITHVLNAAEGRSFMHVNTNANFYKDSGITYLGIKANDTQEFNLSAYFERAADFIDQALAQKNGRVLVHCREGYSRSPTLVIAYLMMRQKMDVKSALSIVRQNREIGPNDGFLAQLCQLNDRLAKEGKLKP
* marks the source's active call; other numbers are inactive results; ? = inconclusive; · = no result given; & = joins results of further samples. Cut-off read from the data, not from the text of the source, unless noted: active = inhibition above about 30%; inactive = the rest. The order is random; 4.9% or so of the library scored in one or more.

Start of the listing, in advance:
SMILES	MazEF act	CCHFV vOTU inh	GDH-TPI inh	BioA inh	FBA Mtb inh	UGM FP inh	FadD28 binding	Rv3671c inh	BoNT F protease	DUSP3 inh
COc1ccccc1NC(=O)Nc1ccccc1C#N	1	-35	0	-0.8	10	3.6	-1.3	-1	11	20
O=C(COC(=O)Cc1ccc(Br)cc1)NC1CCCCCC1	31	-3	-7	·	-4	-0.1	-2.5	-8	3	17
Cc1cnc(C(=O)OCC(=O)Nc2sc3c(c2C#N)CCC3)cn1	-8	6	12	-0.9	-2	3.4	-0.5	-1	-8	·
COC(=O)[C@]1(Cc2ccccc2)N[C@H](CN(C)C(=O)Nc2ccc(C(F)(F)F)cc2)[C@@H]2C(=O)N(Cc3ccccc3)C(=O)[C@@H]21	-27	18	-5	-1.8	-1	-1.7	-0.1	4	-9	·
O=C(COC(=O)c1cc(-c2ccco2)nc2ccccc12)NCc1ccc2c(c1)OCO2	-17	11	3	-0.1	2	1.9	0.4	-15	0	22

The listing, from the first entry:
SMILES	MazEF act	CCHFV vOTU inh	GDH-TPI inh	BioA inh	FBA Mtb inh	UGM FP inh	FadD28 binding	Rv3671c inh	BoNT F protease	DUSP3 inh
COc1ccccc1NC(=O)Nc1ccccc1C#N	1	-35	0	-0.8	10	3.6	-1.3	-1	11	20
O=C(COC(=O)Cc1ccc(Br)cc1)NC1CCCCCC1	31	-3	-7	·	-4	-0.1	-2.5	-8	3	17
Cc1cnc(C(=O)OCC(=O)Nc2sc3c(c2C#N)CCC3)cn1	-8	6	12	-0.9	-2	3.4	-0.5	-1	-8	·
COC(=O)[C@]1(Cc2ccccc2)N[C@H](CN(C)C(=O)Nc2ccc(C(F)(F)F)cc2)[C@@H]2C(=O)N(Cc3ccccc3)C(=O)[C@@H]21	-27	18	-5	-1.8	-1	-1.7	-0.1	4	-9	·
O=C(COC(=O)c1cc(-c2ccco2)nc2ccccc12)NCc1ccc2c(c1)OCO2	-17	11	3	-0.1	2	1.9	0.4	-15	0	22
CN1CCN(S(=O)(=O)c2ccc(N3CCN(S(=O)(=O)c4cccs4)CC3)nc2)CC1	2	1	-4	-0.1	2	-1.9	-3.2	-6	-1	19
Cc1ccc(C(=O)COC(=O)C2CC(=O)N(c3nc(-c4ccccc4)cs3)C2)cc1C (configuration not stated)	-15	-1	-5	-2.6	0	-0.5	-0.9	-2	-4	31
COc1ccc(NC(=O)c2cccc(-n3c(C)ccc3C)c2)c(OC)c1	4	9	10	·	-2	-2.1	0.5	-9	-14	-14
Oc1cccc(Nc2nc(NCC3CCCO3)c3ccccc3n2)c1 (configuration not stated)	36	·	-1	-0.6	-7	-2.0	-11	6	-12	2
C/C(Cn1nnc([N+](=O)[O-])n1)=N\NC(=O)c1ccc(C)cc1	4	2	-11	1.8	1	-0.4	-3.5	4	3	-2
CCOC(=O)Cn1nc(C)c2ccccc2c1=O	1	10	2	-0.3	-2	0.6	-1.6	9	-19	36
CCOc1c2ccc(C(=O)NCc3ccc(C)cc3)cc2nn1CC	3	-52	12	1.5	67*	4.2	-0.3	1	1	19
Cc1cc(-c2cc(-c3ccccc3)on2)nc(NC2CCCC2)n1	-8	0	0	0.0	3	-2.2	-4.4	-8	7	7
COc1ccc(-n2nc(C(=O)NCC(=O)N3CCC4(CC3)OCCO4)c3ccccc3c2=O)cc1	14	-11	6	-1.4	0	2.5	-0.3	10	0	17
CC(C)OC(=O)NCN1C(=O)C2C3C=CC(C3)C2C1=O (configuration not stated)	1	-8	13	0.1	2	0.0	1.7	2	0	2
CN(NS(=O)(=O)c1cccs1)c1ncc(C(F)(F)F)cc1Cl	3	-5	-2	-1.2	-2	1.6	-4.3	1	-6	24
CC(C)n1cnc2c(=S)nc[nH]c21	0	7	9	·	-1	-0.1	0.0	0	-12	16
COc1ccc(NC(=O)CN(C)C(=O)CSc2nc3ccccc3s2)cc1	-6	-2	-2	·	0	0.0	-5.0	-13	-17	·
CN1CCC(N2CCN(c3cccc(C(F)(F)F)c3)CC2)CC1	-4	1	6	0.9	-2	-0.7	1.0	-1	-5	27
CC1CCN(Cc2nnnn2-c2cccc([N+](=O)[O-])c2)CC1	0	-2	-6	·	-1	1.3	-3.4	7	-1	-10
Cc1ccccc1CC(=O)N1CCOCC1	16	-13	-9	-0.5	-1	0.8	-3.4	5	28	-23
COc1ccccc1N1CCN(C2CCN(C(=O)c3ccc(F)cc3)CC2)CC1	-1	11	7	0.9	-4	1.0	-0.7	0	-1	6
CCc1ccc(NC(=O)c2onc(C)c2Cl)cc1	-12	-1	5	-0.7	0	2.1	-0.9	2	-5	9
COc1cccc(/C=C2\C(=O)N(c3cccc(C)c3)C(=O)c3ccccc32)c1	3	19	-3	·	-2	-1.2	-3.6	11	-3	8
Cc1c(NS(=O)(=O)c2cccc(C(=O)Nc3ccc(SC(F)F)cc3)c2)c(=O)n(-c2ccccc2)n1C	-3	8	0	0.4	-2	·	-2.9	·	-3	·
C[C@@H]1CN([C@@H](C)CO)C(=O)c2cccc(NS(=O)(=O)c3ccc(F)cc3)c2O[C@H]1CN(C)C(=O)NC1CCCCC1	4	-1	3	-1.0&1.0	1	0.7	-0.2	1	-10	·
O=C(NC1=NCCS1)Nc1ccccc1	7	-2	-1	-1.3	-1	-1.9	-1.6	-3	5	20
O=C(COc1ccc(Cl)c(Cl)c1)NC1CCS(=O)(=O)C1 (configuration not stated)	1	-2	2	-1.7	-1	0.3	-2.9	-2	-2	·
COc1ccc(S(=O)(=O)N(C)CC(=O)Nc2c(F)cccc2F)cc1	1	14	4	-3.8	1	-0.9	1.3	2	-1	-5
Cn1c(=O)[nH]c(=O)c2c1nc(N(CCO)Cc1ccccc1)n2Cc1ccccc1Cl	9	-2	-13	7.4	0	-2.4	-1.8	-6	0	11
CCn1cc(C(=O)O)c(=O)c2cnc(N3CCN(C(=S)Nc4ccccc4C(F)(F)F)CC3)nc21	-22	-11	-2	0.5	1	2.6	-4.6	-1	6	0
CCCC[C@@H]1CNC(=S)N1CCc1cccc2ccccc12	-2	3	-3	0.0	-1	0.0	-3.3	-6	-9	3
O=C(COC(=O)/C=C/c1cccc(F)c1)NNC(=O)c1ccccc1	-6	10	5	1.5	5	-0.3	-1.4	3	-8	8
CCN(C(=O)c1ccco1)c1nnc(-c2ccc(OC)cc2)s1	-4	20	7	0.0	0	-2.4	-2.1	1	-12	0
O=C(NCCCN1CCOCC1)C1CCN(S(=O)(=O)c2cccc(Cl)c2Cl)CC1	-5	-8	-10	-0.9	0	-1.7	-1.0	4	16	·
Cc1cc(C)c(NC(=O)CNC(=O)c2cc(C3CC3)nn2-c2ccccc2)c(C)c1	0	17	3	1.1	1	-1.3	-1.8	-4	-4	·
COc1ccc(/C=C/C(=O)N2CCOCC2)cc1OC	6	0	21	-1.3	5	-1.6	-3.7	-4	10	13
O=C(Nc1ccncc1)Nc1ccccc1Cl	3	9	2	0.3	0	-2.5	-0.9	-3	2	-9
CCOc1cc(/C=C/c2nc3cc(C)c(C)cc3s2)ccc1OCC(=O)N1CCOCC1	-3	1	10	1.6	8	0.4	-1.0	5	-1	8
CCOC(=O)C1CCN(C(=O)CCc2c(C)nc3cc(-c4ccccc4)nn3c2C)CC1	8	-4	10	-0.4	7	1.5	-1.4	2	-14	25
O=C(/C=C\c1ccc2c(c1)OCO2)NC1(C(=O)Nc2ccc3c(c2)OCO3)CCCCC1	2	18	28	0.6	7	-2.1	-1.3	-15	-4	-1
CCN(C(=O)CN1CCN(C)CC1)c1cccc2ccccc12	1	2	15	-1.1	1	-2.2	-0.5	-1	6	-4
Cn1c(Cn2c(=O)sc3ccccc32)nnc1SCc1cccc(F)c1	5	-6	7	1.4	1	-0.9	0.1	-2	-5	39
O=C1C(C=NCCN2CCOCC2)=C(O)c2ccccc21	7	-1	19	-2.2	-3	-0.6	0.1	10	7	-11
COc1ccc(C2C3=C(CC(C)(C)CC3=O)Oc3ncn(CC(C)C)c(=N)c32)cc1 (configuration not stated)	12	15	4	-0.6	1	2.6	-4.5	-18	-1	17
NC(=O)c1ccccc1Nc1nc2nc3ccccc3c(=O)n2cc1Br	42	·	·	·	·	-0.9	·	1	·	20
Cc1ccc(S(=O)(=O)N2CCN(C(=O)COC(=O)Cc3ccccc3)CC2)c(C)c1	1	-4	-2	1.8	-1	-0.4	-4.0	7	1	·
CC(=O)c1ccc(OCCCCCCCOc2ccc(C(C)=O)cc2)cc1	-7	·	11	0.9	10	-0.8	1.1	-6	0	7
O=C(COC(=O)c1cccc(OC(F)F)c1)NC1CCCC1	8	-2	2	-0.1	6	3.6	-3.8	-2	-18	·
C/C(Cn1nnc([N+](=O)[O-])n1)=N\NC(=O)c1ccc(O)cc1O	8	5	19	·	-1	0.5	-1.9	17	-1	-4
Cc1nc2ncccn2c1-c1csc(Nc2ccc(O)cc2)n1	8	-7	7	·	2	·	1.0	·	-2	22
Cc1csc(=O)n1CCC(=O)O	10	-10	5	-0.3	-2	-0.8	-1.1	6	2	24
O=C(Cn1c(NCCO)nc2ccccc21)Nc1ccc2c(c1)OCCCO2	3	-13	2	-1.1	-1	·	-1.1	·	-7	·
COc1ccc(C2=NOC(Cn3nc(-c4ccccc4C)cc3C(=O)O)C2)cc1 (configuration not stated)	4	23	9	-0.6	8	-1.5	-1.6	0	7	·
CCOc1ccccc1Nc1nnc(SCC(=O)NC2CCS(=O)(=O)C2)s1 (configuration not stated)	-2	4	6	0.1	-2	2.5	-2.1	1	-6	·
Nc1c(-c2ccc(Cl)cc2)cnc2c(-c3ccccc3)cnn12	11	-12	4	-3.2	2	2.1	-1.3	1	13	14
COc1ccc(Cn2nnnc2C(c2cc3cc(C)ccc3[nH]c2=O)N2CCOCC2)cc1 (configuration not stated)	0	-15	24	-1.9	9	-2.2	-1.6	9	1	10
CCN(CC)C(=O)[C@H]1C[C@H](CC(=O)NCCC2=CCCCC2)C(=O)N2CCc3c([nH]c4cc(CCC(=O)N(C)C)ccc34)[C@]12C	3	17	-3	0.4	-1	·	-0.4	·	-5	·
Cn1nnnc1SCCNC(=O)C1CCC(=O)N(CCc2ccccc2)C1 (configuration not stated)	5	2	-2	-2.3	1	2.2	-0.7	1	-7	24
COC(=O)Cc1cc(=O)[nH]c(/N=C(\N)Nc2ccc(C(C)C)cc2)n1	12	-8	-1	·	-1	-0.7	-3.8	1	0	4
Following part.
SMILES	MazEF act	CCHFV vOTU inh	GDH-TPI inh	BioA inh	FBA Mtb inh	UGM FP inh	FadD28 binding	Rv3671c inh	BoNT F protease	DUSP3 inh
Cc1cc(NC(=O)COC(=O)c2nccnc2N)n(-c2ccccc2)n1	-7	-78	13	-5.5	129*	-3.4	-1.1	3	?	·
CCCSc1nc2c([nH]1)c(=O)n(C)c(=S)n2C	12	-1	-4	·	-2	·	-3.7	·	-2	·
O=c1c(Cl)c(NCC2CCCO2)cnn1C12CC3CC(CC(C3)C1)C2 (configuration not stated)	-10	6	6	-0.8	1	1.7	-0.8	-3	-8	0
Cc1nonc1NC(=O)CSc1nc2ccc(Cl)cc2[nH]1	5	3	-4	·	-3	-1.1	-3.8	0	-4	36
COc1ccc2c(COC(=O)[C@@H]3CCCN3S(=O)(=O)c3ccc(Cl)cc3)cc(=O)oc2c1	-8	-25	7	-2.1	51*	·	-0.7	·	-3	·
CCc1nnc(NC(=O)c2ccc3c(c2)C(=O)N(CC)C3=O)s1	7	-10	1	-2.5	0	-2.2	-0.8	0	-1	·
O=C(Nc1ccccn1)C(=O)N1CCCCC1	0	0	-11	-1.5	-9	5.1	-2.5	4	-17	35
CN(CCOCCOc1ccc(F)cc1)Cc1ccccc1	-1	-2	13	-3.4	4	1.1	-0.1	-3	3	10
COc1ccc(-c2nc3ccc(Br)cn3c2Cc2ccsc2)cc1OC	·	1	·	2.3	-1	·	-7.4	·	-15	·
COc1cccc(CN2CCN(CC#Cc3ccccc3)CC2CCO)c1 (configuration not stated)	-16	-12	10	-1.0	0	0.3	-1.9	·	-12	8
CCN(Cc1nc2cc(Cl)ccc2c(=O)[nH]1)C(=O)c1cc(C2CC2)nn1-c1ccccc1	-2	22	4	·	0	·	-0.8	·	2	·
CCOC(=O)CC(N)c1ccc2c(c1)OCO2 (configuration not stated)	-9	-1	·	·	·	0.8	·	-3	·	7
